PriA SSB inh: inhibitors of Klebsiella pneumoniae PriA binding to SSB C-terminal tail, primary screen, biochemical, AlphaScreen; PriA–SSB C-terminal tail interaction (Klebsiella pneumoniae); AlphaScreen SSBct-PriA binding, biotinylated peptide; inhibition, % at 33 µM; 430,000 tested, 0.6% active; AID 1272365, 2023; in the data active = inhibition mostly above about 37%, no sharp cut-off; inactive = mostly below about 20%;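 also: plate controls were negative control peptide for no effect and reference peptide for full effect; strong numbers were not always called active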
Starred values were filed as active, the others as inactive; & = joins results of further samples.

molecule,PriA SSB inh
Cn1nc(-c2ccccc2)cc1C(=O)NC1CCN(c2nc(-c3cccnc3)cs2)CC1,-12.0
COc1cccc(C(=O)CSc2ccc(NC(=O)C3CC3)nn2)c1,1.0
Cc1nn(Cc2ccc(F)cc2)c(Cl)c1C=NNC(=O)c1ccccc1,-4.4
O=C(Cc1c(F)cccc1Cl)NCc1cncc(-c2ccsc2)c1,-15.0
C=CCN1C(=O)C(C)(C)COc2ccc(NS(=O)(=O)C3CCCCC3)cc21,-4.0
CCCCCCCCn1c(NS(=O)(=O)c2ccccc2)c(S(=O)(=O)c2ccc(C)cc2)c2nc3ccccc3nc21,32.8
Cc1ccc(/C=C/C(=O)c2ccc(OC(F)F)cc2)cc1,-2.0
COc1ccc(C=NNC(N)=S)cc1OC(=O)c1cccc2ccccc12,7.6
O=C(CCCSc1ccc(NC(=O)C2CC2)nn1)NCc1ccco1,-16.0
CC1C(=O)NCCN1C(=O)c1ccc2ccccc2c1 (stereo not given),15.0
COC(=O)c1sc(NC(=O)c2ccc(OC)cc2)c(C(=O)OC)c1C,-9.0
CC[C@H](Sc1nc2ncccc2c(=O)n1Cc1ccccc1Cl)C(=O)Nc1ccc(F)cc1,-5.0
O=C(NN=Cc1cccc(OC(=O)c2cccc(Br)c2)c1)c1cccnc1,3.9
O=C(NCc1ccc(C(=O)c2cccs2)s1)c1cccc(C(F)(F)F)c1,-17.0
O=C(CCC(=O)N1CCC(Oc2cnccn2)CC1)c1ccccc1,0.0
CC(C)C(=O)NCC1CCN(C(C)C)CC1,-9.0&-8.0
CCOC(=O)c1c(NC(=O)CSc2nc(C)cc(C)c2C#N)sc(C)c1C,-3.0&9.0
O=C1OC2(CCN(C(=O)c3cc(-c4ccc(F)cc4)c[nH]3)CC2)c2ccccc21,4.0
COc1cccc(C=NNc2ncnc3c2ncn3Cc2ccccc2)c1O,-7.9
CC12CCC(C(=O)Nc3ccccc3Br)(CC1=NO)C2(C)C (stereo not given),-0.5

molecule,PriA SSB inh
O=C(NCCCn1ncccc1=O)Nc1ccc(F)c(F)c1,-5.0
COCCCNC(=S)NN=Cc1ccccc1O,7.4
COC1CCN(c2ccc(C(=O)NCc3cncc(-c4ccsc4)c3)cc2)C1 (stereo not given),-7.0
CC(/C=C/c1ccco1)=NNC(=O)C(O)c1ccccc1 (stereo not given),-4.8
COc1ccc(Cl)cc1S(=O)(=O)NCC(c1ccsc1)N(C)C (stereo not given),-15.0
COc1ccc(C(=O)NN=C(C)CC(=O)Nc2cccc(C(F)(F)F)c2)cc1,-8.4
O=C(CNc1cccc(C(F)(F)F)c1)NN=Cc1cccc(Br)c1,18.8
Cc1[nH]c(=O)n(C)c(=O)c1CCc1nnc(SCC(=O)Nc2ccccc2F)o1,1.0
CC(C)=NN=C(c1cccc([N+](=O)[O-])c1)C12CN3CN(CN(C3)C1)C2,-2.4
O=C(CSCC(=O)N1CCN(c2ccccc2)CC1)Nc1nc(-c2ccc3c(c2)OCO3)cs1,7.0
C=CCn1c(SCC(=O)Nc2ccccc2Cl)nc2sc(CC)cc2c1=O,-6.0
Cc1cc(NC(=O)CCCS(=O)(=O)c2ccc(Cl)cc2)on1,-4.0
CC(=O)C1=C(c2ccccc2)N(C(C)=O)n2cnnc2S1,-13.0
O=C(CSc1ccc2ccccc2n1)Nc1ccc(F)c(Cl)c1,-10.0
O=C(CCc1cccc(Cl)c1)N1CCC[C@H](Cc2nc(-c3ccccc3F)no2)C1,0.0
O=S(=O)(CCOc1ccccc1)N1CCN(c2ccccc2Cl)CC1,-7.0
CCOCC(=O)Nc1c(C)nc2scc(C)n2c1=O,-2.0
Cn1nc(N2CCCC(C(=O)NCCn3nc(-c4cccs4)ccc3=O)C2)ccc1=O (stereo not given),-1.0
O=C(CCSc1ccc2ccccc2n1)NCc1ccc2c(c1)OCO2,-6.0
COc1ccccc1NC(=O)C[C@H](NCCOCCO)C(=O)O,0.0

molecule,PriA SSB inh
O=C(NN=Cc1c[nH]c2ccccc12)c1cc(-c2ccccc2)n[nH]1,15.0
CC(C)N=C1CC(C)(C)CC(=O)C1=C(O)CCCN1C(=O)c2ccccc2C1=O,-0.5
COC1(CNS(=O)(=O)c2ccc(-c3coc(C)n3)cc2)Cc2ccccc2C1,-10.0
O=C(Nn1cnc2c(cnn2-c2ccc(F)cc2)c1=O)c1cccc2ccccc12,-18.0
CC1CCc2sc(NC(=O)c3nc4ccccc4s3)c(C#N)c2C1 (stereo not given),-9.0&-5.0
O=C(NC[C@@](O)(c1cccs1)C1CC1)c1c(F)cccc1Cl,-9.0
O=C(NCC1(O)CCOCC1)C(=O)Nc1ccccc1C(F)(F)F,-4.0
O=C(NCCCN1CCCC1=O)C(=O)NCc1ccc(F)cc1,-3.0
COC(=O)c1sc(N)c(C#N)c1C,-12.0
Cc1ccc(C)c(S(=O)(=O)NCC(=O)Nc2nsc(-c3ccccc3)n2)c1,-5.0
COc1ccc(-c2ccc(N3CCCC(C(=O)Nc4ccc5c(c4)OCO5)C3)nn2)cc1 (stereo not given),6.0
O=C(COc1ccc(C=NNC(=O)c2ccccc2)cc1)Nc1ccc([N+](=O)[O-])cc1,-21.4
CC(=O)c1ccc(S(=O)(=O)NCCn2ccc(C(F)(F)F)n2)cc1,-2.0
O=[N+]([O-])c1ccc(C2CCCCC2=NOCc2ccc(F)cc2)c([N+](=O)[O-])c1 (stereo not given),45.2*
COc1ccc(NC(=O)c2cc(=O)c(OC)co2)c(OC)c1,-5.0
O=C(CSc1ccc(F)cc1)N1Cc2cncnc2C1,-20.0
COc1ccc2nc(-c3ccc(NC(=O)c4ccccc4)cc3)cn2n1,-8.0
O=C(c1n[nH]c2ccccc12)N1CCN(c2ccc(Cl)cc2)CC1,-12.0
O=C(Cn1ncn2nc(-c3ccc(F)cc3)cc2c1=O)NCc1ccc(F)cc1,-14.0
CC1=NN(c2ccccc2)C(=O)C1=Cc1c(C)[nH]n(-c2ccccc2)c1=O,-5.9

molecule,PriA SSB inh
COc1ccccc1CC(=O)N1CCC[C@H](Cc2nc(C3CC3)no2)C1,-11.0
CCOc1cc(C2C(C(=O)OC(C)C)=C(C)NC3=C2C(=O)C(C(=O)OC)C(C)C3)cc(Cl)c1O (stereo not given),-11.0
Cc1ccc(NC(=O)N2CCn3cccc3C2c2cccnc2)cc1C (stereo not given),3.0
O=C(NCCCn1ncccc1=O)c1cc(-c2cccs2)[nH]n1,-11.0
FC(F)(F)c1nnc(C2CCN(Cc3ccccc3Cl)CC2)o1,-9.0
Cc1nc(N2CCC(NC(=O)c3c(C)nn(C)c3C)CC2)cc(C(F)(F)F)n1,-6.0
COc1ccc(Br)cc1-c1nc(C(N)=O)c2[nH]c(=O)n(-c3ccc(C(C)(C)C)cc3)c2n1,-16.0
CN(C)S(=O)(=O)NCc1nn(C2CCCC2)c(=O)c2ccccc12,-1.0
Cc1ccc2c(CC(=O)NC(C)C)cc(=O)oc2c1,-20.0
Cc1ccc(Cl)cc1NC(=O)CN1CCN(S(=O)(=O)c2ccc3ccccc3c2)CC1,-19.0&4.0
Cn1c(=O)c2[nH]c(Cl)nc2n(C(=O)O)c1=O,-18.7
Cn1nc(C2CCN(S(=O)(=O)Cc3cccc(F)c3)CC2)n(C2CC2)c1=O,-5.0
O=C1Nc2ccccc2Oc2ccc(NS(=O)(=O)c3ccc4c(c3)CCCC4)cc21,3.0
CC(=O)Nc1ccc(S(=O)(=O)NC[C@H](O)c2ccoc2)c(C)c1,0.0
CCC(=O)Nc1cccc(-c2nc3ccccc3[nH]2)c1,-2.0
CCOC(=O)NCc1nc2ccccc2n1Cc1ccccc1F,-9.0
COc1cccc(N2C[C@@H](NS(=O)(=O)c3c(C)cc(C)cc3C)CC2=O)c1,-11.0
CS(=O)(=O)N1CCCC(C(=O)Nc2cccc(-c3nc4ccccc4s3)c2)C1 (stereo not given),-4.0
Cc1ccccc1-c1noc(CS(=O)(=O)c2ccc(Cl)cc2)n1,-9.0
O=C(Cn1nc(-c2ccco2)c2sc(N3CCOCC3)nc2c1=O)NCc1ccc(F)cc1,-16.0

molecule,PriA SSB inh
CC12CN3CCN(CC(C3)C1=NNC(=O)Nc1cccc(Cl)c1)C2,-29.8
COc1ccc2c(CC(=O)N3CCN(C(=O)c4ccco4)CC3)cc(=O)oc2c1,0.0
CCOc1ccc(-c2cc3c(=O)n(Cc4nc(-c5cc(OC)cc(OC)c5)no4)ccn3n2)cc1,-16.0
O=C(Nc1nc(CCC(=O)N2CCN(c3ccccc3F)CC2)cs1)NC1CCCCC1,-8.0
NS(=O)(=O)c1ccc(NC(=O)C2=Cc3ccccc3OC2)cc1,2.0
COc1cccc(C2C(=C(O)c3ccc4c(c3)OCO4)C(=O)C(=O)N2CCN2CCOCC2)c1 (stereo not given),-25.8
Cc1cccc(C)c1NC(=S)NN=Cc1ccccc1C(=O)O,2.4
COC(=O)c1ccc(C(=O)N2CCC(S(C)(=O)=O)CC2)cc1,-4.0
Cn1c(-c2c(CCC(=O)O)oc3cc(O)ccc3c2=O)nc2ccccc21,-20.0
CSc1ccc(NC(=O)Cc2ccccc2)nn1,0.0
COc1ccc(C(=O)CN(C(=O)N2CCN(C)CC2)S(=O)(=O)c2ccc(C)cc2)cc1,-6.0
NC(=NOS(=O)(=O)c1ccccc1)c1ccccn1,-8.8
O=C1C[C@H](NS(=O)(=O)c2ccccc2F)CN1c1ccc(Cl)cc1,-14.0
CCn1nc(C(=O)Nc2nc(-c3cccnc3)cs2)cc1C,-7.0&-7.0
COc1ccc(-n2nncc2CN2CCN(C(=O)c3n[nH]c4c3CCCC4)CC2)cc1F,-15.0
CSc1ccccc1NC(=O)C(=O)NCC1CCN(c2ccccn2)CC1,5.0
S=c1[nH]c(-c2ccccc2)cn1N=Cc1ccccc1Br,11.3
CN(C)C(CNC(=O)NC(c1ccccc1)c1ccccc1)c1ccccc1 (stereo not given),1.0
O=C(CSc1ncc(-c2ccccc2)[nH]1)Nc1ccc(OC(F)(F)F)cc1,-3.0
COc1cccc(OCCCn2c(CN3CCOCC3)nc3ccccc32)c1,-4.0

molecule,PriA SSB inh
CCOC(=O)CCC(=O)N1CCC(CSc2ccc(OC)cc2)CC1,-8.0
Cc1nc(-c2ccccc2)sc1C(=O)N1CCN(c2ccc(-c3ccncc3)nn2)CC1,3.0
Cc1ccc(Nc2cc(C)nc(N3CCN(C(=O)c4ccccc4Cl)CC3)n2)cc1,-18.0
CCOC(=O)c1ccc(NC(=O)c2ncc(-c3ccc(Cl)cc3)o2)cc1,-17.0
Cc1ccc(NC(=O)c2cnc(SCC(=O)Nc3ccccc3C(F)(F)F)n(C)c2=O)cc1C,-7.0
NC(=O)CCSc1nnc(SCC(=O)c2ccccc2)s1,-2.0
O=C(c1ccc(N2CCCCS2(=O)=O)cc1)N1CCN(c2ccc(F)cc2)CC1,10.0
O=C1C(=O)N(CCCN2CCOCC2)C(c2ccccc2)C1=C(O)c1ccncc1 (stereo not given),-8.0
COc1ccc(-c2ccc(=O)n(Cc3nc(-c4cccc(C(F)(F)F)c4)no3)n2)cc1,-35.0
Cc1[nH]n(-c2ccccc2)c(=O)c1C=NNC(=O)COc1ccccc1[N+](=O)[O-],-3.8
CCCCOc1ccc(C(=O)Nc2ccc(Cl)cc2C(=O)c2ccccc2)cc1,0.0
CCc1ccc(NC(=O)CSc2nc3c(sc(=S)n3-c3ccc(Cl)cc3)c(=O)[nH]2)cc1,5.0
O=C(CSc1nnc2scc(-c3ccccc3)n12)Nc1cccc(C(F)(F)F)c1,-3.0
Cc1ccc(S(=O)(=O)N2CCN(c3ccc4nnc(C5CC5)n4n3)CC2)c(C)c1,-3.0
O=C(CCc1csc(NC(=O)c2ccco2)n1)Nc1ccc2c(c1)OCCO2,-10.0
CCSc1ccc(Cc2nnc(NC(=O)c3cccs3)o2)cc1,14.0
COc1ccc(N(C)S(=O)(=O)c2ccsc2-c2nc(-c3ccc(F)cc3)no2)cc1Cl,-16.0
Cc1cc(-c2nnc(NC(=O)c3ccno3)o2)n(C)n1,-2.0
CC(=O)c1ccc(N2CCN(C(=O)Cc3csc(SCc4ccc(Cl)cc4)n3)CC2)cc1,13.0
O=C(Nc1ccc(-c2ccc(N3CCCCC3)nn2)cc1)Nc1ccc2c(c1)OCO2,-12.0

molecule,PriA SSB inh
O=C(Oc1ccccc1)N1CCC(CNS(=O)(=O)c2cccc3ccccc23)CC1,4.0
O=C(c1cn(Cc2ccccc2)nc1OCc1ccccc1)N1CCOCC1,7.0
CC(C)(C)CC(=O)Nc1ccc2c(c1)CC(=O)N2,-12.0
O=C(c1cnn2c1OCCC2)N1CCN(C(=O)[C@@H]2CCCO2)CC1,-12.0
CC1CCN(CC(=O)Nc2ccc(F)cc2)CC1,-12.0&-1.0
CCOC(CNC(=O)C(=O)Nc1cccc(F)c1)OCC,-4.0
COC(=O)Nc1ccc2c(c1)N(C(=O)CCN1CCN3CCC[C@@H]3C1)c1ccccc1CC2,-9.8
Cn1ccnc1N1CCN(CC(=O)Nc2cccc(F)c2)CC1,3.0
Cc1ccc(-n2c(-c3ccc(Cl)c(Cl)c3)c[nH]c2=S)cc1,2.0

Some of the entries so far, as labelled records.
Compound: COCCCNC(=S)NN=Cc1ccccc1O
  PriA SSB inh: 7.4

Compound: COC1CCN(c2ccc(C(=O)NCc3cncc(-c4ccsc4)c3)cc2)C1 (stereo not given)
  PriA SSB inh: -7.0

Compound: CC(/C=C/c1ccco1)=NNC(=O)C(O)c1ccccc1 (stereo not given)
  PriA SSB inh: -4.8

Compound: COc1ccc(Cl)cc1S(=O)(=O)NCC(c1ccsc1)N(C)C (stereo not given)
  PriA SSB inh: -15.0

Compound activity deposited in PubChem BioAssay by Small Molecule Screening Facility, UW Madison.

This is a subset. The share of hits here may be higher or lower than overall.
